S1P4 antag: S1P4 receptor antagonists, primary screen, cell-based; Sphingosine 1-phosphate receptor 4 (Homo sapiens), O95977; S1P4-expressing cells, antagonist mode, reporter read-out; inhibition, % at 4.98 µM; 220,000 tested, 0.26% active; in the data active = inhibition above about 29%;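 also: 0% = wells stimulated with agonist and 100% = vehicle wells without agonist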
CHOP inhibitor: inhibitors of CHOP promoter induction, primary screen, cell-based, unfolded protein response, luciferase reporter. inhibition, % at 10 µM. 220,000 tested, 3.8% active. CHO-K1 CHOP-promoter luciferase, tunicamycin-induced, 15-18 h;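 active = compounds that reduced the stress-induced luciferase reporter signal by more than about 70% of percent inhibition, limit read from the data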;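 also: 0% = tunicamycin plus vehicle and 100% = wells without tunicamycin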
TRPML3 ag: human TRPML3 channel agonists, primary screen, cell-based, HEK293 TRPML3-YFP, Fluo-8 calcium fluorescence, 3 µM; 100% = the carbachol control signal; activation, % at 3 µM; 220,000 tested, 0.29% active; AID 1448, 2008;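 active = activation above its plate's cutoff, the mean activation of the plate's test wells plus 3 SD, cut at about 12% in these data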;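 also: 0% = DMSO only wells and 100% = carbachol wells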
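Test system: TRPML3-YFP stable HEK293 cells. Doses: single point at 3 µM. Incubation: dye loading 1 h 37 °C then 30 min ambient, 125 s read. Signal: Fluo-8 calcium dye fluorescence, ex 470-495, em 515-575 nm. Measure: percent activation from peak-to-basal fluorescence ratio, scaled between DMSO and carbachol.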
TRPN1 ag: zebrafish TRPN1 channel agonists, primary screen, cell-based, HEK293, calcium fluorescence; activation, % at 3 µM; HEK293 zebrafish TRPN1-YFP, Fluo-8 calcium fluorescence; 100% = response to 87 µM carbachol; transient receptor potential cation channel N1 (TRPN1/NompC), Danio rerio; 220,000 tested, 0.18% active; AID 1424, 2008;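 active = activation above its plate's cutoff, the mean activation of test wells on that plate plus 3 SD, cut at about 19% in these data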;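 also: 0% = DMSO alone and 100% = 87 µM carbachol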
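Material: zebrafish TRPN1-YFP in HEK293 cells. Doses: one dose of 3 µM, 0.3% DMSO. Incubation: dye 1 h 37 °C plus 30 min RT. Measured by: intracellular calcium fluorescence with Fluo-8.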
NPY2 pot ag: NPY-Y2 potentiators or agonists, primary screen, cell-based. activation, % at 3.6 µM. 220,000 tested, 0.45% active. cells expressing NPY-Y2, potentiator/agonist read-out. Neuropeptide Y receptor type 2 (Homo sapiens), P49146; in the data active = activation above about 27%;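 also: cells stimulated with NPY near EC25 plus isoproterenol at EC100; 0% = vehicle plus submaximal agonist and 100% = vehicle plus saturating agonist; some results beyond the cut were filed as inactive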
Target sequence (P49146 whole entry, looked up): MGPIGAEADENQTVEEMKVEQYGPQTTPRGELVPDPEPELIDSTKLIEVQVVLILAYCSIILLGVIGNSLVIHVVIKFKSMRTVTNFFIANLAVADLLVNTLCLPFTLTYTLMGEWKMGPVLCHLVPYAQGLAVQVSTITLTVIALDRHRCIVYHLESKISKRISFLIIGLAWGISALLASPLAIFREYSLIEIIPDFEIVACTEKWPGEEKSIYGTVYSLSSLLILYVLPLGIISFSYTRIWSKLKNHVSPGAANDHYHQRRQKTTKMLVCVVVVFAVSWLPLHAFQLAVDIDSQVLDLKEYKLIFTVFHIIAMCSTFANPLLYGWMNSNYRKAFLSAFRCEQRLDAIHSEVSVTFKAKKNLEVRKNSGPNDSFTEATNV
EP2 modulator: EP2 receptor modulators, cAMP readout, primary screen, cell-based, HTRF cAMP, PGE2 stimulation; Prostaglandin E2 receptor EP2 subtype (Homo sapiens), P43116; EP2-expressing cells, cAMP HTRF FRET, PGE2 co-stimulation; induction, % at 25 µM; 260,000 tested, 0.83% active; AID 940, 2007;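 active = compounds whose cAMP rise, as percent of the full-agonist control response, exceeds 60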;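 also: rat C6 glioma line stably carrying human EP2 under a CMV promoter; the protocol text gives 20 µM as final concentration; 100% = response of wells given 1 µM PGE2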
NPY-Y1 PAM-ag: NPY-Y1 receptor potentiators or agonists, primary screen, cell-based. Neuropeptide Y receptor type 1 (Homo sapiens), P25929. NPY-Y1 expressing cells, potentiator/agonist activation. activation, % at 3.6 µM. 220,000 tested, 0.37% active. AID 1304, 2008; in the data active = activation above about 33%, passing the limit was not always enough;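 also: cells stimulated with NPY at EC10 then isoproterenol at EC100; 0% = low agonist plus stimulus and 100% = saturating agonist plus stimulus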
Target sequence (P25929 whole entry, looked up): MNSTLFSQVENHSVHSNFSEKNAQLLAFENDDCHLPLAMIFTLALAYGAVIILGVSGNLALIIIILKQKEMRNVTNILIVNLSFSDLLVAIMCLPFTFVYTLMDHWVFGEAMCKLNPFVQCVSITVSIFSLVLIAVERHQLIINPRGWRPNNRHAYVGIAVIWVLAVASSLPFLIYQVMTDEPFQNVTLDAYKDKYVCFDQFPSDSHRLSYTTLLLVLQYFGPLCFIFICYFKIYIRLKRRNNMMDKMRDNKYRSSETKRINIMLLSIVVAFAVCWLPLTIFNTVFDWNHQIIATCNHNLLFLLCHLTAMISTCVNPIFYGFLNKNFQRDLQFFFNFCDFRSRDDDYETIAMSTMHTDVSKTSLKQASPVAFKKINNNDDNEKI
S1P4 agonist: S1P4 receptor agonists, primary screen, cell-based | Sphingosine 1-phosphate receptor 4 (Homo sapiens), O95977 | S1P4-expressing cell line, agonist reporter assay | activation, % at 4.98 µM | 220,000 tested, 0.35% active; in the data active = activation above about 11%;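 also: 0% = DMSO vehicle and 100% = reference agonist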
NPY-Y1 antag: NPY-Y1 receptor antagonists, primary screen, cell-based; Neuropeptide Y receptor type 1 (Homo sapiens), P25929; HEK293-CNG Y1 cells, membrane potential fluorescence; NPY at EC95, then isoproterenol; inhibition, % at 3.6 µM; 200,000 tested, 1% active; AID 1040, 2008;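 active = inhibition above the campaign mean inhibition of all tested compounds plus 3 SD, cut at about 20% in these data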;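 also: 0% = DMSO wells given NPY plus isoproterenol and 100% = isoproterenol alone without NPY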
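Material: Y1- and CNG-channel-expressing HEK293 cells / Probe or stimulus: NPY 25 nM then isoproterenol 1 µM plus Ro 20-1724 25 µM / Doses: 3.6 µM single dose, DMSO 0.4% / Schedule: compound incubation 1 h at room temperature, readout 45 min post-stimulation / Signal: membrane potential fluorescence / Benchmarks: isoproterenol-only wells as full block versus NPY-plus-isoproterenol wells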
* hit, by the source's call; · = no result given.

structure	TRPN1 ag	S1P4 agonist	NPY-Y1 PAM-ag	EP2 modulator	NPY2 pot ag	TRPML3 ag	CHOP inhibitor	NPY-Y1 antag	S1P4 antag
CCOc1ccccc1NC1c2ccccc2C(=O)N1Cc1ccco1 (configuration not stated)	-2.0	-0.2	-6	34	-13	-1.7	28	9	-11
C=C(C)CSc1nnc([C@@H](NC(=O)OC(C)(C)C)C(C)CC)o1 (some centres not stated)	0.1	0.2	-18	35	4	-0.8	41	5	8
Cn1cc(CNC(=O)/C=C/c2ccc(Cl)cc2)cn1	0.0	1.5	-5	-44	10	-0.1	32	4	-17
O=C(NC1CCCC1)C(c1ccc(Cl)cc1)N(Cc1ccc(F)cc1)C(=O)CCl (configuration not stated)	0.8	-2.0	14	27	16	-0.6	46	2	-1
NC(=O)NC(=O)COC(=O)c1cccc(NS(=O)(=O)/C=C/c2ccccc2)c1	0.0	1.1	1	-18	-3	-0.3	14	0	-11
Cc1ccc(-n2nc3c(c2NC(=O)C(C)(C)C)CSC3)c(C)c1	-0.9	1.1	13	36	0	-1.0	-13	-1	-15
COc1ccccc1-n1c(SCC(=O)NCc2ccc3c(c2)OCO3)nc2cc([N+](=O)[O-])ccc21	-1.2	0.6	3	23	-1	0.9	21	2	-11
Cn1cc(/C=N\NC(=O)c2cccs2)c2ccccc21	-2.7	0.5	-4	-27	-8	0.2	6	1	13
NC(=O)NCCCC(NC(=O)c1ccc(C#CC2(O)CCCCC2)cc1)C(=O)O (configuration not stated)	1.4	2.0	-17	3	-20	0.3	-2	6	16
COc1ccc(NC(=O)Cn2nnc(C(=O)NCc3ccccc3)c2N)cc1Cl	-0.6	-0.8	0	14	1	0.3	41	-4	-15
Cn1ncc(C(=O)N=S(C)(=O)c2ccccc2)c1[N+](=O)[O-] (configuration not stated)	-1.3	2.6	11	12	-2	0.4	-6	·	-3
COc1cc2c(cc1OC)-c1nncn1C(C)(C)C2	0.0	0.2	11	21	11	0.3	5	-1	6
Cc1ccc(SCC(=O)N2N=CCC2c2ccccc2)cc1 (configuration not stated)	-2.5	-0.6	11	20	17	-1.1	-1	-1	5
Cc1cc(NC(=O)CSc2nc(-c3cccnc3)ccc2C#N)no1	0.9	0.9	-16	7	18	0.0	12	1	-6
CCCc1nnc(NC(=O)Nc2ccc(OC)cc2)s1	0.6	2.2	7	-2	-7	0.2	17	0	-29
Cc1ccccc1Cn1nc(C)c(NC(=O)c2noc3c2CC(C(C)(C)C)CC3)c1C (configuration not stated)	-1.2	0.4	8	27	-1	-0.9	32	-4	5
CC(C)(C)NC(=O)CN(Cc1ccc2c(c1)OCO2)C(=O)CNC(=O)c1cccs1	-0.1	0.2	11	-56	-1	-0.5	-6	4	-5
Cc1c(NC(=O)C2CCCN(S(=O)(=O)c3cnc[nH]3)C2)c(=O)n(-c2ccccc2)n1C (configuration not stated)	1.0	0.1	7	8	10	0.5	-32	3	-2
CCOc1cc(CNC2CCCC2)cc(Cl)c1OCc1ccc(F)cc1	0.1	2.0	29	-26	-3	1.4	19	-8	-1
CC1CCC(NC(=O)Nc2cccs2)CC1 (configuration not stated)	-0.3	0.4	-9	-21	12	0.6	7	2	-7
COc1ccc(C2C=C(C34CC5CC(CC(C5)C3)C4)NC(=S)N2)cc1 (configuration not stated)	-0.2	0.8	-17	-8	-3	0.4	5	13	3
Cc1cc(NC(=O)COC(=O)c2oc3c(Cl)cccc3c2C)no1	1.3	0.3	-5	4	-15	1.0	74*	-2	-13
C[n+]1cc(C(=O)N2CCCCC2)ccc1/C=C/c1c[nH]c2ccccc12	4.4	-0.2	-6	-5	-2	3.8	-19	5	-4
O=c1c2c3c(sc2nc2n1CCC2)CCC3	-0.8	-0.1	-13	10	-9	0.3	-10	10	-22
CCC(=O)Nc1nnc(CSCc2ccccc2)s1	2.7	0.8	-4	-15	10	2.6	5	5	-14
CCCCn1c(=O)[nH]c2nc3cc(N)ccc3nc2c1=O	42*	1.6	-10	-16	-11	30*	-28	-5	-13
Cc1cccc(NS(=O)(=O)c2ccc3c(c2)Cc2cc(S(=O)(=O)Nc4cccc(C)c4C)ccc2-3)c1C	0.8	0.3	5	6	6	1.3	51	-3	-1
CC(C(=O)NC1=NCCS1)N1C(=O)C2CC=CCC2C1=O (configuration not stated)	-0.9	-0.3	12	14	16	0.7	83*	7	-1
Cc1nc([N+](=O)[O-])cn1CC(=O)NCCCO	0.4	-4.2	-15	-9	-9	0.8	-18	0	-12
CC(=O)NC(Cc1ccc(O)cc1)C(=O)NN (configuration not stated)	0.1	1.0	0	0	-6	0.6	-1	7	10
O=C(NCc1cccs1)C1CCN(S(=O)(=O)c2ccc(Cl)cc2)CC1	-0.9	-0.5	-3	-22	2	0.4	61	11	9
O=C(CC(=O)c1ccccc1O)c1ccc(F)cc1	-1.5	-1.7	-2	-11	-14	-0.8	101*	-2	0
CC(=O)c1ccc(N2CCN(C(=O)COc3ccc(F)cc3)CC2)c(F)c1	5.8	0.7	9	-61	-7	2.9	21	0	-15
Cc1ccccc1NC(=S)NCCO	-1.0	0.9	-10	0	8	0.3	3	-1	-4
CCOC(=O)C1=C(N)Oc2cc(C)[nH]c(=O)c2C1c1ccncc1 (configuration not stated)	0.1	1.9	8	15	-21	0.2	-5	-2	-15
O=C(NN1C(=O)C2C3C=CC(C3)C2C1=O)C(O)c1ccccc1 (configuration not stated)	1.0	-1.5	5	18	-6	0.6	-5	-5	-10
CCN(CC)C(=O)CSc1nnc(-c2cccnc2)n1Cc1ccccc1	-0.3	0.1	5	-4	-4	0.2	-21	0	-12
COc1c(OC(C)=O)ccc(/C=N\NC(=O)c2ccc(Br)cc2)c1[N+](=O)[O-]	1.9	1.5	8	-37	-7	0.4	50	0	-14
Cc1cccc(/C(N)=N/OC(=O)CCC2CCCCC2)c1	-1.2	2.3	-15	4	4	1.0	-4	1	-1
COC(=O)c1cc(OC)c(OC)cc1NC(=O)C(C)Sc1ccc(C)cc1 (configuration not stated)	-1.6	0.1	-61	18	-18	-1.0	21	11	-12
Cc1ccc2nc3c(nc2c1)-c1ccccc1C3=O	2.6	1.2	16	10	-3	1.2	25	-4	10
CCOC(=O)C1(CC)NC(c2cccc(F)c2)C2C(=O)N(CC)C(=O)C21 (configuration not stated)	1.7	1.8	0	-8	-1	-0.1	3	-3	-4
CC(C)(C)c1ccc2c(c1)OC(C(=O)N/N=C\c1ccccn1)CO2 (configuration not stated)	2.0	-1.8	-15	-4	-5	1.0	22	3	-13
Cc1cc(-n2cnc(-c3cn(C)nc3C)n2)no1	0.9	0.1	4	-5	16	0.6	-11	·	-6
CCC(=O)N1C(Cc2ccccc2)COC1(C)C (configuration not stated)	1.5	0.2	-11	12	3	0.9	28	2	4
Cc1cccc(Nc2nc(N)c(C#N)c(CC#N)c2C#N)c1	0.7	0.3	-25	19	-7	0.1	21	-1	0
O=C(COC(=O)c1ccc(Cl)nc1)NCc1ccc2c(c1)OCO2	-0.3	0.1	4	2	4	0.3	4	6	-16
CCCn1nc(C(=O)NCc2ccccn2)c2ccccc2c1=O	-0.4	0.0	12	16	13	0.3	-9	1	3
O=C(O)c1ccc(CN(c2ccccn2)S(=O)(=O)c2ccccc2)cc1	1.1	-2.1	11	44	7	1.1	-4	6	-6
O=C(NCCO)C1(c2ccc(Cl)cc2)CCCC1	-0.7	-2.4	-11	4	10	0.6	13	2	-13
O=C(NCc1cccnc1)c1cc(-c2ccc(Cl)cc2)oc1C(F)(F)F	0.0	-2.0	4	-34	-13	-0.4	9	·	3
c1ccc(N2CCN(Cc3cnc(N4CCOCC4)s3)CC2)cc1	4.2	0.3	-8	-11	-10	3.4	2	4	-7
Cc1c(C(=O)OCC(=O)N2CC(=O)Nc3ccccc32)oc2ccccc12	0.2	0.1	8	-12	-15	0.6	35	7	4
COc1ccc(C2C(C(=O)c3ccccc3)=C(C)Nc3nc4ccccc4n32)cc1OC (configuration not stated)	1.3	0.8	-14	20	15	0.8	7	3	9

Some of these compounds in order of the NPY2 pot ag value, smallest number first:
Compound | NPY2 pot ag
Cn1cc(/C=N\NC(=O)c2cccs2)c2ccccc21 | -8
COc1ccccc1-n1c(SCC(=O)NCc2ccc3c(c2)OCO3)nc2cc([N+](=O)[O-])ccc21 | -1
CC(C(=O)NC1=NCCS1)N1C(=O)C2CC=CCC2C1=O (configuration not stated) | 16
